Rab9 prom act = qHTS Assay for Rab9 Promoter Activators. Potency, µM (series often up to 9.22 µM), inactives show at the highest dose activation, negative = inhibition, actives largely listed as activators. Huh7 Rab9 promoter-luciferase reporter, luminescence, 24 h. AID 485297, 2010. actives 2.8% (n = 320,000); further: potency means the concentration at half of the fitted maximal effect; % of control where 0% means no effect; nearly all actives have a fitted effect of over 60% in size
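Cells were plated at 1500 per well in reduced-serum medium with 10% FBS and left 2 h. Compound in DMSO was then added for 24 h at 37 °C. Reporter signal was read by luminescence after 10 min with luciferase detection reagent.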
MBNL1-CUG inh = qHTS Assay for Inhibitors of MBNL1-poly(CUG) RNA binding. Muscleblind-like protein 1 (Homo sapiens), Q9NR56. TR-FRET MBNL1-His/biotin-(CUG)12 binding, 665/545 ratio. Potency, µM (top dose mostly 57.5 µM), without a hit: top-dose activity change, negative = inhibition, actives largely listed as inhibitors. actives 0.036% (n = 280,000); active means well fitted inhibition curve with a large enough effect in the signal ratio, with a control signal flat, not every such curve was filed as active; inconclusive means small, poorly fitted or top-dose-only effect, or effect the other way, or a change in a side signal; inactive means no such curve, though single readings can be large or run the other way; the % refers to the signal ratio; further: potency means the concentration at half of the fitted maximal effect; on the % scale 0 is the no-effect control and ±100 the full control effect
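TR-FRET readout: Ex 340 nm, 665/545 nm emission ratio, normalized to buffer-only (basal) and MBNL1-(CUG)12 controls. Complex of MBNL1-His with Biotin-(CUG)12, compounds 92 nM–58 uM, incubated 60 min at room temperature.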
RORg inh = qHTS for inhibitors of ROR gamma transcriptional activity. Potency, µM (doses to about 53.6 µM), for the others: top-dose activity change, negative = inhibition, most hits filed as inhibitors. AID 2551, 2010. actives 5.4% (n = 310,000). Nuclear receptor ROR-gamma (Mus musculus), P51450. Drosophila S2 Gal4-RORgamma UAS-luciferase reporter, 20 h; further: potency means the concentration at half of the fitted maximal effect; on the % scale 0 is the no-effect control and ±100 the full control effect; nearly all actives have a fitted effect of over 60% in size
Target sequence (P51450 whole entry, looked up, the tested form may be a part): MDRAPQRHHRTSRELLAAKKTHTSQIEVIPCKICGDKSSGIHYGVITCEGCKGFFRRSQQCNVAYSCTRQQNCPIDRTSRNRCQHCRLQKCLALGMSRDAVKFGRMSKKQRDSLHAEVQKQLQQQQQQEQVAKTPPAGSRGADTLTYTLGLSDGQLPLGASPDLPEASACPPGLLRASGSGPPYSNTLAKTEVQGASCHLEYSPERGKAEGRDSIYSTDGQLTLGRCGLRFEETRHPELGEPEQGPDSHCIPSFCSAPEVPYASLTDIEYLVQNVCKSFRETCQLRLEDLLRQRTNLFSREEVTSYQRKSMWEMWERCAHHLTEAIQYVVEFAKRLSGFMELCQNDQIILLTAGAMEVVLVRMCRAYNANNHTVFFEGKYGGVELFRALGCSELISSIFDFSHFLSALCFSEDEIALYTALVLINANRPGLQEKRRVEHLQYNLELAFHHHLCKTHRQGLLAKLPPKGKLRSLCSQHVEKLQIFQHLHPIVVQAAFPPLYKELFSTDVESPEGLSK
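Stably transfected Drosophila Schneider cells are the test system, with ROR gamma fused to Gal4 and luciferase under UAS control; luminescence is read after 20 hr of 700 uM copper sulfate induction at ambient temperature.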
Menin-MLL TR inh = qHTS Assay for Inhibitors Targeting the Menin-MLL Interaction in MLL Related Leukemias: Competition With Texas Red Labeled MLL-derived Mutant Peptide | O00255 | actives 0.23% (n = 270,000) | Menin + Texas Red MLL mutant peptide, fluorescence polarization | Potency, µM (highest dose often 61.6 µM), for the others: top-dose FP activity change, negative = inhibition, hits mostly inhibitors; active means well fitted inhibition curve with a large enough effect in the polarisation, with a control signal flat, not every such curve was filed as active; inconclusive means small, poorly fitted or top-dose-only effect, or effect the other way, or a change in a side signal; inactive means no such curve, though single readings can be large or run the other way; the % refers to the polarisation; further: potency means the concentration at half of the fitted maximal effect; % of control where 0% means no effect; many of its hits are not listed in these tables
NPC1 promoter act = qHTS Assay for NPC1 Promoter Activators | Huh7 NPC1 promoter luciferase reporter, 24 h | Potency, µM (titrated, usually from 9.22 µM), for the others: at the top dose activation, most hits filed as activators | actives 2.4% (n = 320,000);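 further: potency means the concentration at half of the fitted maximal effect; % of control where 0% means no effect; nearly all actives have a fitted effect of over 60% in size; reporter is driven by a mutant NPC1 promoter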
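Stably transfected Huh7 (NPC1 promoter→luciferase), 1500 cells/well in Opti-MEM + 10% FBS, 2 h settle, then compound 24 h at 37 °C. Luminescence after 10 min with Amplite reagent.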
ELG1 DNA repair = qHTS screen for small molecules that inhibit ELG1-dependent DNA repair in human embryonic kidney (HEK293T) cells expressing luciferase-tagged ELG1 | HEK293T ELG1-luciferase reporter, luminescence, 16 h; DNA damage induced by 5-fluorouridine | Potency, µM (highest dose often 46.1 µM), without a hit: at the top dose activity change, negative = inhibition, actives largely listed as inhibitors | actives 2.3% (n = 330,000) | AID 504467, 2011; further: potency means the concentration at half of the fitted maximal effect; on the % scale 0 is the no-effect control and ±100 the full control effect; nearly all actives have a fitted effect of over 55% in size
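Cells (2,000 per well) received 5-fluorouridine plus test compound or DMSO and were incubated 16 hr at 37 °C, 5% CO2. Luciferase activity was read by luminescence 30 min after ONE-Glo addition; signal suppression marked inhibition of damage-induced ELG1 function.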
KCNH2 3.1 block = qHTS for Inhibitors of KCHN2 3.1: Mutant qHTS. activity change, % (tested at about 1.8 µM). actives 0.95% (n = 340,000). U2OS KCNH2 3.1, thallium flux FluxOr; stronger effect = lower value. AID 720553, 2013;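 active means maximum activity change below -70%; inconclusive means maximum activity change from -70% to -50%; inactive means maximum activity change above -50%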;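 further: thallium influx rate constant from kinetic fluorescence after stimulation buffer; on the % scale 0 is the no-effect control and ±100 the full control effect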
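Measured as rate of thallium-driven FluxOr signal in transduced U2OS cells carrying the 3.1 channel, read kinetically for 2 min upon stimulation; values are rate constants scaled to DMSO control wells.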
VP16 counter = VP16 counterscreen qHTS for inhibitors of ROR gamma transcriptional activity. Drosophila S2 Gal4-VP16 UAS-luciferase, luminescence, 20 h. Potency, µM (top dose mostly 53.6 µM), for inactives: at the highest dose activity, negative = inhibition, actives largely listed as inhibitors. actives 3.5% (n = 310,000);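 further: Gal4-VP16 expression switched on by copper sulfate through the metallothionein promoter; potency means the concentration at half of the fitted maximal effect; on the % scale 0 is the no-effect control and ±100 the full control effect; nearly all actives have a fitted effect of over 50% in size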
PKM2 act = qHTS Assay for Activators of Human Muscle isoform 2 Pyruvate Kinase; Pyruvate kinase PKM (Homo sapiens), P14618; purified PKM2, Kinase-Glo ATP luminescence, activation; response scale: 0% is enzyme alone, no compound; Potency, µM (series often up to 57.5 µM), for the others: at the highest dose activation, actives largely listed as activators; actives 0.34% (n = 260,000); AID 1631, 2009; further: potency means the concentration at half of the fitted maximal effect; on the % scale 0 is the no-effect control and ±100 the full control effect; nearly all actives have a fitted effect of over 55% in size
Target sequence (P14618 whole entry, looked up, canonical isoform): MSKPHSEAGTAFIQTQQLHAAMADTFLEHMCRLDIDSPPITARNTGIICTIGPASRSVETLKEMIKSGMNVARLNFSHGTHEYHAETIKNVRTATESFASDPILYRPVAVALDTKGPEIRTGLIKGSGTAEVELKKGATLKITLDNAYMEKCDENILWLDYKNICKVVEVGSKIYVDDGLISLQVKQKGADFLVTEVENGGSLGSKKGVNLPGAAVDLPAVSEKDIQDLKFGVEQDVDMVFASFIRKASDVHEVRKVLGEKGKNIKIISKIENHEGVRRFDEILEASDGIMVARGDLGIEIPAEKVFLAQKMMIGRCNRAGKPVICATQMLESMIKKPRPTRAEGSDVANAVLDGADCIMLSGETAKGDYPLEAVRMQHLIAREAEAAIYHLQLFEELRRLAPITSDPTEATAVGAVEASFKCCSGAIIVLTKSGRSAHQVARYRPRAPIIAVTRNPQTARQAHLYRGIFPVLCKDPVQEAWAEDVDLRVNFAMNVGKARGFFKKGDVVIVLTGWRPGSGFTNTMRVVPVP
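Purified hPK-M2 (>95%) run at intermediate activity with 0.1 mM ADP and 0.5 mM PEP in 50 mM imidazole pH 7.2, KCl, MgCl2; 1 h room temperature. ATP formed read by Kinase-Glo luminescence; normalized to uninhibited and no-enzyme controls.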
FLuc counter = qHTS profiling assay for firefly luciferase inhibitor/activator using purifed enzyme and Km concentrations of substrates (counterscreen for miR-21 project); Luciferin 4-monooxygenase (Photinus pyralis), P08659; actives 6.9% (n = 360,000); Potency, µM (series often up to 57.5 µM), without a hit: at the top dose activity change, negative = inhibition, hits mostly inhibitors; purified FLuc, Km substrates, luminescence inhibition;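 further: potency means the concentration at half of the fitted maximal effect; plate controls were vehicle for no effect and reference inhibitor for full effect; nearly all actives have a fitted effect of over 55% in size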
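Purified P. pyralis luciferase, 10 nM final, with Km-level 10 uM D-luciferin and 10 uM ATP in 50 mM Tris acetate pH 7.5, 10 mM Mg acetate, 0.01% Tween-20, 0.05% BSA; 6-point qHTS titration about 60 µM downward; luminescence read.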
Mito fusion act = qHTS Assay for Small Molecule Inhibitors of Mitochondrial Division or Activators of Mitochondrial Fusion; AID 485298, 2010; actives 0.23% (n = 320,000); Potency, µM (doses to about 46.1 µM), for the others: top-dose growth rescue (activation), usual class: activators; S. cerevisiae fusion-defective mutant growth rescue, CellTiterGlo 48 h;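 further: potency means the concentration at half of the fitted maximal effect; % of control where 0% means no effect; nearly all actives have a fitted effect of over 45% in size; temperature-sensitive fusion mutants such as fzo1-1 at 37 °C on non-fermentable ethanol glycerol medium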
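Temperature-sensitive fusion-defective S. cerevisiae (e.g. fzo1-1, mgm1-5) were grown with compound in YPEG medium (3% ethanol, 3% glycerol) for 48 hours at 37C. Growth rescue was measured as viability by CellTiterGlo luminescence after 10 minutes at ambient.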
Numbers without * were called inactive; ? = inconclusive; . = no result given; & = joins results of further samples; [ ] = dose if it differs, or a comment. Unless noted, the call rests on the fitted dose curve; in most records, active means well fitted curve in the direction sought with a large enough effect; inconclusive means small, poorly fitted or top-dose-only effect, or another doubt; inactive means no such curve, though single readings can be large; an effect the other way counts as inactive or inconclusive. An excerpt; rates above refer to the full screens.

SMILES	Rab9 prom act	MBNL1-CUG inh	RORg inh	Menin-MLL TR inh	NPC1 promoter act	ELG1 DNA repair	KCNH2 3.1 block	VP16 counter	PKM2 act	FLuc counter	Mito fusion act
COc1ccc(/C(C)=N/Nc2nc3ccccc3nc2C)cc1OC	3%	20%	4.5µM*	.	20%	?	1	?	3%	3µM*	-3%
O=C(Nc1ccc2c(c1)CCC2)C1CCCO1 (centres undefined)	15%	7%	-29%	5%	19%	?	-13	?	-18%	?	-4%
C=CCn1c(O)c(N=Nc2ccccc2O)c2ccccc21	26%	.	.	.	?	-29%	.	.	.	-12%	-10%
Cc1onc(-c2c(Cl)cccc2Cl)c1NC(=O)N1CCSCC1	-4%	-10%	14%	.	3%	6%	11	-2%	4%	-2%	0%
O=C1OC(/C(=C\NCc2ccccc2)[N+](=O)[O-])c2ccccc21 (centres undefined)	6%	6%	-1%	14%	-1%	8%	-20	-8%	0%	4%	-2%
Cc1cc(C(F)(F)F)n(-c2ccc(N)cc2)n1	-2%	-3%	20%	-6%	-3%	7%	-5	-1%	3%	-5%	2%
Cc1cc(C)nc(N/N=C/c2c[nH]c3ccccc23)n1	11%	.	?	20%	-4%	3%	-5	15%	5%	?	-6%
O=C(NNC(=O)c1cc2ccccc2o1)c1ccc(F)cc1	1%	.	.	.	0%	?	6	.	.	17µM*	11%
CC(=O)N1CCC(N(CCN2CCOCC2)C(=S)Nc2c(C)cccc2C)CC1	-1%	.	3%	0%	1%	0%	-9	-1%	-2%	0%	-2%
COc1cc(S(=O)(=O)N2CCOCC2)ccc1NC(=O)COC(=O)CC12CC3CC(CC(C3)C1)C2	1%	-3%	-16%	5%	1%	18µM*	-19	8%	-6%	1%	7%
COC(=O)CS(=O)(=O)c1ccc(C)cc1	1%	-7%	-2%	-14%	-2%	3%	12	5%[10 µM]	-2%	0%	-7%
O=[N+]([O-])c1ccccc1S(=O)(=O)NC1CCCCCCC1	-1%	5%	?	11%	-2%	-11%	-5	4%	-15%	-1%	0%
O=C(COc1cccc2c1CCN(Cc1ccccc1F)C2=O)N1CCCCC1	-2%	-4%	17%	-2%	-12%	?	-5	-12%	-3%	2%	0%
COc1cc(C(O)P(=O)(OCC(C)C)c2ccc(N(C)C)cc2)cc(OC)c1OC (centres undefined)	-6%	-4%	9%	.	3%	-10%	0	2%	-1%	-3%	-2%
CC(C)COc1ccc(C(=O)N/C(=C/c2cccc([N+](=O)[O-])c2)C(=O)O)cc1	5%	?	12%	.	0%	1%	6	-7%	1%	-13%	-7%
CCCN(C(=O)Cn1ncc2c([nH]c3ccccc32)c1=O)c1ccccc1C	0%	3%	-3%	.	18%	?	-5	-11%	.	0%	-4%
CC(=O)c1sc(NC(=O)CCS(=O)(=O)c2ccc(C)cc2)nc1C	-1%	.	.	.	8%	10%	-4	.	.	3%	1%
O=C(CNC(=O)c1ccccc1)OC1CCCCC1	0.89µM*	.	-29%	0%	4µM*	?	-2	-21%	-7%	12µM*	-3%
Cc1ccc(S(=O)(=O)N(C)c2nonc2C)cc1	-3%	-6%	13%	2%	-1%	5%	3	-11%	-1%	4%	4%
Cc1nc(NC(=O)CCl)sc1C(=O)N(C)C	-13%	-4%	?	-11%	-8%	-16%	16	?	1%	0%	-5%
NC1=NN(c2cccc(C(=O)O)c2)C(=O)C1	-13%	.	8%[10 µM]	?	5%	?	2	1%	3%	-8%	-8%
Cc1ccc(S(=O)(=O)N2C(=O)CCC2C(=O)N2CCN(C)CC2)cc1 (centres undefined)	.	-5%	-13%	-2%	.	.	17	-5%	-2%	9%	-3%
O=C(CS(=O)c1ccc(F)cc1)Nc1ccccc1Cl (centres undefined)	0%	-17%	15%	-10%	-1%	?	16	-12%	-2%	-3%	-3%
CSc1ncc(Cl)c(C(=O)Nc2c(C)cccc2C)n1	-3%	4%	-2%	15%	0%	-2%	-12	18%	.	0%	0%
COCC(=O)NC1CCN(C(=O)NCc2ccccc2)CC1	2%	7%	3%	7%	1%	-3%	-10	-11%	8%	1%	0%
CC1CCN(CCNC(=S)Nc2ccc(Cl)cc2)CC1	-5%	1%	?	-8%	-1%	7%	-8	?	-6%	0%	-7%
O=C(Nc1ccccc1C(=O)O)c1cccc(NC(=O)c2ccccc2Br)c1	-5%	-10%	-12%	?	0%	0%	12	-11%	-2%	24µM*	1%
Cc1cc(/C=N/Nc2nc(N)ncc2[N+](=O)[O-])c(C)n1-c1cccc(C(F)(F)F)c1	0.45µM*	?	6.3µM*	.	0.89µM*	?	.	?	-24%	1.5µM*	-1%
O=C(CN1CCCCC1)NNc1nc(-c2ccccc2)c2cc(Cl)ccc2n1	-13%	7%	5µM*	?	2%	2%	-30	4µM*	-4%	-3%	-15%
CCCc1ncc(C(O)c2ccc(OC)cc2)n1C (centres undefined)	3%	3%	-3%	-6%	-3%	2%	-25	0%	2%	2%	1%
O=C(Nc1ccc2nc(C3CC3)n(Cc3ccccc3)c(=O)c2c1)C1CC1	2.5µM*	1%	13%	.	2.8µM*	?	-6	-3%	-10%	-9%	1%
Cc1ccc(OCC(=O)Nc2cc(C(=O)O)cc(C(=O)O)c2)cc1C	3%	-5%	2%	2%	-3%	-12%	-7	-11%	-3%	-1%	-2%
CCOC(=O)c1nc2c(ccc3ccccc32)cc1C	0%	-6%	0%	.	-1%	0%	-6	5%	-1%	15µM*	2%
CCc1cc2c(=O)n(Cc3ccco3)c(SCC(=O)NC3CCS(=O)(=O)C3)nc2s1 (centres undefined)	-6%	1%	40%	22%	-2%	-1%	-48	?	27%	0%	0%
COc1ccc(CCCC(=O)Nc2ccc(F)cc2)cc1	-1%	-4%	12%	5%	2%	3%	-24	-12%	-3%	-12%	4%
CCOC(=O)c1cc(-c2ccc(C#N)cc2)nc2c1c(C)nn2CCC#N	0%	6%	0%	.	2%	?	4	-12%	-2%	-1%	4%
N#Cc1cnc2cc(-c3ccccc3)nn2c1N	?	?	2%	.	?	?	7	23%	-7%	?	0%
C=C(C)c1cccc(C(C)(C)NC(=O)Nc2ccc(OC)cc2)c1	2%	0%	-8%	-4%	-1%	-2%	-9	?	10%	-1%	20%
CCC(=O)N1CCc2cc(S(=O)(=O)NCCC(=O)Nc3ccccc3C)ccc21	-11%	-5%	24%	-17%	-3%	16%	-1	1%	-6%	-3%	-2%
NC(=O)CNC(=O)c1cccc(Cl)c1	-5%	-10%	9%	.	0%	-13%	-13	-9%	0%	-1%	-1%
COc1cc(C(=O)NS(=O)(=O)c2ccccc2C)ccc1Cc1cn(C)c2ccc(NC(=O)OC3CCCC3)cc12	0%	-3%	?	?	6%	.	.	-19%&-7%	.	11µM*	-2%
Cc1ccc(S(=O)(=O)N(C)C)cc1NC(=S)NNC(=O)C(N)=O	-3%	-2%	-20%	-15%	-3%	-3%	18	2%	14%	-1%	-9%
COc1ccccc1C(=O)NC(CCSC)C(=O)NNC(=O)c1ccccc1C (centres undefined)	-4%	.	.	.	-5%	3%	5	.	.	5%	1%
COCC1CCCN(Cc2cn(-c3ccccc3F)nc2-c2cc(C)sc2C)C1 (centres undefined)	-9%	3%	-24%	?	-7%	4%	-42	-5%	1%	5%	-8%
O=C(NCCc1ccccc1)C1CCN(S(=O)(=O)c2cccnc2)CC1	-3%	-24%	7%	-11%[11.7 µM]	1%	0%	7	?	12%	1%	4%
CCn1ccnc1CN1CCc2c([nH]c3ccccc23)C1CC(C)C (centres undefined)	0%	6%	3.2µM*	-22%	0%	23µM*	?	7.9µM*	2%	-6%	-6%

Screens (PubChem)
